Screens from PubChem.
CHO-K1 Ca antag: nonselective inhibitor or artifact in parental CHO-K1 cells; ATP-induced calcium, Fluo-8 fluorescence; inhibition, % at 3 µM; hit rate 0.6% among 360,000;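 active means inhibition above a per-plate cutoff, the plate's mean sample inhibition plus 3 SD, cut at about 24% in these data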;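 further: 0% = DMSO plus EC80 ATP and 100% = DMSO alone without ATP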
OXTR potentiate: human OXTR potentiators, primary screen, fluorescence, CHO-OTR cells, Fluo-8 calcium. Oxytocin receptor (Homo sapiens), P30559. Fluo-8 calcium fluorescence, potentiator mode; 0% = oxytocin EC15, 100% = EC100. activation, % at 3 µM. hit rate 0.061% among 320,000. AID 2445, 2010;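 active means activation above that plate's cutoff, the mean activation of tested compounds plus 3 SD, cut at about 6.6% in these data, passing the limit was not always enough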;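 further: 100% uses oxytocin at 75 nM as the full agonist control; some results filed as inactive read as strong as hits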
Target sequence (P30559 whole entry, looked up): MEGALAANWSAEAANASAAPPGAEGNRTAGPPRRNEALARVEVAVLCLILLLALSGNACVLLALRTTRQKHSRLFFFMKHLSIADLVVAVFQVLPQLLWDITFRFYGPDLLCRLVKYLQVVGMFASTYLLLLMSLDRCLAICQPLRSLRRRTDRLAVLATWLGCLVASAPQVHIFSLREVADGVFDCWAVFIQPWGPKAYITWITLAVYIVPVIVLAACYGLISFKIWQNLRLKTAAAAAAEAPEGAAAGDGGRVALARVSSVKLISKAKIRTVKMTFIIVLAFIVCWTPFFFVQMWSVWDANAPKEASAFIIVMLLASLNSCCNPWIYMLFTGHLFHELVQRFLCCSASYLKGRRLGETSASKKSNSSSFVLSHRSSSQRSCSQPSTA
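Assay system: CHO cell line stably expressing human OTR | Also added: Oxytocin at about EC15, sub-maximal agonist stimulus | Times: Compound 6 min at room temperature before oxytocin, 100 s read | Measured by: Fluo-8 intracellular calcium fluorescence, ex 470-495, em 515-575 nm | Controls: EC15 oxytocin alone as 0%, 75 nM oxytocin as 100%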
CHRM1 agonist: human M1 muscarinic receptor agonists, primary screen, Fluo-8 calcium fluorescence, CHO-K1 cells, HTS. Muscarinic acetylcholine receptor M1 (Homo sapiens), P11229. CHO-K1 hM1, agonist mode; 0% DMSO, 100% acetylcholine EC100. activation, % at 3 µM. hit rate 0.33% among 360,000. AID 588814, 2011;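 active means activation above the run's mean compound activation plus 3 SD, cut at about 16% in these data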;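 further: peak over basal fluorescence ratio within a 140 s kinetic read after compound addition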
M1 ag parental: counter-screen for M1 agonists: effect in parental CHO-K1 cells; Fluo-8 calcium fluorescence; scaled to maximal ATP response, vehicle zero; activation, % at 3 µM; hit rate 0.48% among 360,000; AID 602248, 2012; in the data active means activation above about 15%;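 further: untransfected CHO-K1 host cells lacking M1 receptor as counterscreen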
M1 PAM parental: nonselective calcium activators in parental CHO-K1 cells, primary screen, counter-screen for M1 PAM project, cell-based, Fluo-8 calcium fluorescence, full deck, 1536-well; ATP EC20; 0% at ATP EC20, 100% at ATP max; activation, % at 3 µM; hit rate 0.02% among 360,000;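 active means activation above the run cutoff, the mean activation of all test compounds plus 3 SD, cut at about 40% in these data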;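 further: peak over basal fluorescence ratio in a 140 s read after ATP addition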
V1aR counter: agonists of human V1a receptor, primary screen, counter-screen for OXTR agonist project, fluorescence, CHO-V1R cells | Fluo-8 calcium fluorescence, agonist mode; 0% DMSO, 100% 3 nM vasopressin | hit rate 0.25% among 320,000 | activation, % at 3 µM | Vasopressin V1a receptor (Homo sapiens), P37288;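 active means activation above the mean activation of all tested compounds plus 3 SD, per screening run, cut at about 20% in these data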;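 further: signal is peak over basal fluorescence ratio across a 100 second FLIPR read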
TAAR1 ag: human TAAR1 agonists, primary screen, Fluo-8 calcium fluorescence, CHO RD-HGA16 cells | vehicle wells 0%, saturating PEA agonist 100% | activation, % at 3 µM | hit rate 0.99% among 360,000;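 active means activation above the mean activation of all test compounds in the run plus 3 SD, cut at about 38% in these data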
Target sequence (Q96RJ0 whole entry, looked up): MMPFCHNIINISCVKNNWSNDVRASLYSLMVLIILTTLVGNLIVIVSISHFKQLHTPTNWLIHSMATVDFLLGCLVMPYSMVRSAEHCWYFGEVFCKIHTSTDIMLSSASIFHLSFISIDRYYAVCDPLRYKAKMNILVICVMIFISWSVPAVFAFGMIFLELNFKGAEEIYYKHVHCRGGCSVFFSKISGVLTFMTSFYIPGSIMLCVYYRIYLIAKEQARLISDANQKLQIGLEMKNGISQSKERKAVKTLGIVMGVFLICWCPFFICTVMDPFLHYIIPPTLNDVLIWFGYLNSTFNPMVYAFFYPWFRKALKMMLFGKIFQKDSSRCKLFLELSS
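System: CHO-derived RD-HGA16 cells with stable Gα16 and human TAAR1 / Times: 17-24 h plating, Fluo-8 75 min 37 °C, 30 min RT / Technique: calcium-sensitive Fluo-8 signal, excitation 470-495, emission 515-575 nm / Measure: % activation relative to PEA EC100 response / Benchmarks: DMSO and PEA EC100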
TAAR1 antagonist: human TAAR1 antagonists, primary screen, Fluo-8 calcium fluorescence, CHO RD-HGA16 cells; Trace amine-associated receptor 1 (Homo sapiens), Q96RJ0; antagonist; inhibition, % at 3 µM; hit rate 1.5% among 360,000;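 active means inhibition above a per-plate cutoff, the mean inhibition of test compounds on that plate plus 3 SD, cut at about 49% in these data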;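 further: 0% = DMSO plus EC80 beta-PEA response and 100% = DMSO alone without agonist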
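System: RD-HGA16 CHO cells with stable hTAAR1 and Gα16 | Probe or stimulus: EC80 β-phenethylamine stimulus | Dosing: 3 µM, single point | Times: Dye loading 75 min at 37 °C, then 30 min room temperature | Measured by: Fluo-8 calcium-sensitive fluorescence | Read-out basis: % inhibition of agonist calcium response | Replicates: n of 1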
CHO parental Ca: ATP-evoked calcium signal inhibitors, parental CHO, primary screen, counter-screen for OX1R antagonist project, cell-based, fluorescence, Fluo-8 calcium dye. parental CHO-K1, ATP-induced calcium, Fluo-8 fluorescence. inhibition, % at 5.6 µM. hit rate 0.63% among 330,000;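 active means inhibition above that plate's mean sample inhibition plus 3 SD, cut at about 26% in these data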;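 further: 0% = ATP-challenged DMSO wells and 100% = DMSO wells without ATP; some compounds past the cut are filed as inactive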
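Material – parental CHO cells · Reagent – ATP stimulus · Compound – single nominal dose of 5.6 µM per compound · Detection – Fluo-8 fluorescence · Read-out basis – percent inhibition of calcium signal · Controls – ATP-challenged DMSO wells low, unchallenged DMSO wells high · Repeats – no replicates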
* marks the source's active call; other numbers are inactive results; . = not tested or not shown.

SMILES	CHO-K1 Ca antag	OXTR potentiate	CHRM1 agonist	M1 ag parental	M1 PAM parental	V1aR counter	TAAR1 ag	TAAR1 antagonist	CHO parental Ca
COc1cc(C(=O)OC(C)CN2CCN(C)CC2)cc(OC)c1OC (configuration not stated)	3	-6	-2	2.7	17	0.7	5	-16	-1
CCCn1c(SCC(=O)N2CCCC2=O)nc2ccccc2c1=O	-1	.	-5	0.0	8	.	0	-28	.
Cc1cc(C(=O)Nc2c[nH]c(=O)[nH]c2=O)ccc1[N+](=O)[O-]	-3	0	-4	0.1	8	1.0	0	16	-5
CN(C(=O)C1CCCCC1)C1CCS(=O)(=O)C1 (configuration not stated)	4	-1	0	0.1	-8	0.3	1	-20	-10
Cn1c(NC(=O)c2ccccc2F)c(-c2cccs2)c(=O)c2ccccc21	1	-7	1	0.8	7	0.4	2	-21	-18
O=C(CSc1nc2ccccc2c(=O)n1Cc1ccco1)N1CCCCCC1	4	-2	-7	1.5	3	-1.3	11	-4	-26
CCCCC(CC)C(=O)NCc1ccc(F)cc1 (configuration not stated)	4	-7	-8	7.0	17	-0.8	-1	17	-6
Cc1c(Cl)ccc2sc(N3CCN(C(=O)C4=COCCO4)CC3)nc12	18	-20	-1	13	-7	8.9	3	-6	20
C/C(CC(=O)NC1C2CC3CC(C2)CC1C3)=N\NC(=O)Cc1cccs1 (configuration not stated)	-3	-5	-8	0.6	-8	-0.3	1	-9	-27
O=C(/C=C/Nc1ccc(S(=O)(=O)Nc2ncccn2)cc1)c1ccc(Cl)c(Cl)c1	-14	-4	-1	0.6	22	-0.1	1	-9	0
CCN(C(=O)COC(=O)CN1C(=O)c2ccccc2C1=O)c1ccccc1	-11	-1	-2	1.4	12	1.7	17	-12	-4
COc1cc(S(=O)(=O)n2cnc(C)c2)ccc1Br	0	-3	-12	1.7	12	1.1	11	-8	15
CCOc1ccc(C(=O)N2CCCCCC2)cc1	-9	-11	-3	0.2	13	-0.8	18	-10	-3
CN(Cc1ccc(Cl)cc1)C(c1cc2ccccc2o1)c1nnnn1C(C)(C)C (configuration not stated)	-33	.	.	0.8	11	.	5	11	.
CCCN(CC(=O)Nc1ccccc1OC)C(=O)c1ccncc1	-8	-3	-2	0.1	-2	0.1	1	3	1
O=C(Cn1nnc2c(sc3nc4c(c(-c5ccccc5)c32)CCC4)c1=O)c1ccccc1	-2	-13	-1	0.4	11	-0.2	3	-13	-6
COCCn1c(SCC(=O)N2CCOCC2)nnc1-c1ccncc1	-12	-13	-2	0.9	18	-0.2	-1	8	1
NNC(=O)CN1C(c2ccc(Br)cc2)=Nc2ccc(Br)cc2C1c1ccccc1 (configuration not stated)	-8	1	-7	1.2	24	1.9	6	-17	-17
Cc1c(C(=O)OCC(=O)NCc2ccco2)cccc1[N+](=O)[O-]	-10	-4	-4	0.2	10	0.3	-3	-18	2
Cc1ccc(C(=O)NC(=S)c2c(C)cc3ccccn23)cc1	1	.	-8	-0.3	3	.	-3	-8	.
CCc1nnc(NC(=O)Cc2c[nH]c3ccccc23)s1	-7	-4	-6	0.0	4	-0.8	4	2	-19
CC(=O)c1ccc(OCC(C)C)c(CN2CCCCC2)c1	-17	-10	-5	1.2	22	0.2	0	-9	-24
Cc1ccccc1NC(=S)Nc1ccc(Br)cc1	0	-4	0	1.4	22	1.8	5	7	-3
COc1ccc(Cl)cc1C=CC=Nc1ccc(S(N)(=O)=O)cc1	5	.	-2	0.0	-14	.	1	-7	.

3 entries from above, arranged by molecular weight, low to high.
SMILES	CHO-K1 Ca antag	OXTR potentiate	CHRM1 agonist	M1 ag parental	M1 PAM parental	V1aR counter	TAAR1 ag	TAAR1 antagonist	CHO parental Ca
CCCN(CC(=O)Nc1ccccc1OC)C(=O)c1ccncc1	-8	-3	-2	0.1	-2	0.1	1	3	1
COc1ccc(Cl)cc1C=CC=Nc1ccc(S(N)(=O)=O)cc1	5	.	-2	0.0	-14	.	1	-7	.
NNC(=O)CN1C(c2ccc(Br)cc2)=Nc2ccc(Br)cc2C1c1ccccc1 (configuration not stated)	-8	1	-7	1.2	24	1.9	6	-17	-17

Next part.
SMILES	CHO-K1 Ca antag	OXTR potentiate	CHRM1 agonist	M1 ag parental	M1 PAM parental	V1aR counter	TAAR1 ag	TAAR1 antagonist	CHO parental Ca
COc1ccc(-c2cc3ccccc3oc2=O)cc1NC(=S)NC(=O)c1ccc2c(c1)OCCO2	-30	4	-3	0.1	4	1.1	0	3	0
C=CCC(C#Cc1ccccc1)N(C)C (configuration not stated)	2	-15	0	8.9	19	1.6	9	0	-3
O=S(=O)(Nc1cccc(-c2nc3cccnc3s2)c1)c1cccs1	-23	-2	-3	2.6	14	0.9	4	-23	-12
Cc1cccc(C(=O)OCC(=O)N2CC(=O)Nc3ccccc32)c1C	8	-4	0	-0.2	-14	0.2	13	-26	-15
COc1cc(CC(=O)NCc2ccccn2)cc(OC)c1OC	-16	-15	-4	1.8	27	-0.1	10	-3	-4
CCCOc1ccc(C(O)(CCN2CCCCC2)c2ccccc2OC)cc1 (configuration not stated)	-4	-16	-10	1.9	3	4.3	9	-3	-21
COC(=O)C1=C(C)N(c2ccccc2)/C(=C/c2cccs2)C1=O	-11	-3	-4	0.2	13	-0.7	.	.	-17
Cc1c(C(=O)NCC2CCCO2)oc2c(Cl)cccc12 (configuration not stated)	11	-2	-2	-0.1	-21	-0.7	1	-3	-10
CCSc1nc(N)c(C#N)c(-c2ccco2)c1C#N	-8	2	-3	1.3	18	-1.6	5	9	-14
C/C=C(\C)C(=O)Nc1cccc(C2=NOC3(C2)C[C@@H](C(N)=O)N(C(=O)c2cc([N+](=O)[O-])cc([N+](=O)[O-])c2C)C3)c1 (some centres not stated)	-2	-3	-7	-0.6	-14	0.0	9	1	-11
Cc1nnc(SCc2nc(N)nc(Nc3ccccc3)n2)s1	10	-7	-1	0.4	-5	0.2	4	-16	-7
CCCN=C(C)c1c(-c2ccccc2)[nH]n(-c2nc3ccccc3s2)c1=O	-9	-6	-3	0.7	2	-0.3	2	-7	-27

Single records, as listed above. Screens in order: CHO-K1 Ca antag, OXTR potentiate, CHRM1 agonist, M1 ag parental, M1 PAM parental, V1aR counter, TAAR1 ag, TAAR1 antagonist, CHO parental Ca
Entry for `Cc1cccc(C(=O)OCC(=O)N2CC(=O)Nc3ccccc32)c1C` → 8, -4, 0, -0.2, -14, 0.2, 13, -26, -15
Entry for `C=CCC(C#Cc1ccccc1)N(C)C` (configuration not stated) → 2, -15, 0, 8.9, 19, 1.6, 9, 0, -3
Entry for `O=S(=O)(Nc1cccc(-c2nc3cccnc3s2)c1)c1cccs1` → -23, -2, -3, 2.6, 14, 0.9, 4, -23, -12
Entry for `Cc1nnc(SCc2nc(N)nc(Nc3ccccc3)n2)s1` → 10, -7, -1, 0.4, -5, 0.2, 4, -16, -7
Entry for `COc1ccc(-c2cc3ccccc3oc2=O)cc1NC(=S)NC(=O)c1ccc2c(c1)OCCO2` → -30, 4, -3, 0.1, 4, 1.1, 0, 3, 0

Quoted from the results shown, three compounds:
SMILES	CHO-K1 Ca antag	OXTR potentiate	CHRM1 agonist	M1 ag parental	M1 PAM parental	V1aR counter	TAAR1 ag	TAAR1 antagonist	CHO parental Ca
COc1ccc(-c2cc3ccccc3oc2=O)cc1NC(=S)NC(=O)c1ccc2c(c1)OCCO2	-30	4	-3	0.1	4	1.1	0	3	0
C=CCC(C#Cc1ccccc1)N(C)C (configuration not stated)	2	-15	0	8.9	19	1.6	9	0	-3
O=S(=O)(Nc1cccc(-c2nc3cccnc3s2)c1)c1cccs1	-23	-2	-3	2.6	14	0.9	4	-23	-12

New compounds follow.
SMILES	CHO-K1 Ca antag	OXTR potentiate	CHRM1 agonist	M1 ag parental	M1 PAM parental	V1aR counter	TAAR1 ag	TAAR1 antagonist	CHO parental Ca
COc1ccc(C(C)NC(=O)C2CCCO2)cc1OC (configuration not stated)	-14	-2	-5	0.3	13	1.0	.	.	-7
Cc1ccc(Cl)cc1NC(=O)CCC(=O)O	-12	6	-2	5.4	-7	1.1	1	-20	-4
C=CCc1cccc(OC)c1OCCOCCNCCO	-12	-3	-5	0.2	18	0.1	14	0	-6
O=C(NC1CCN(C(=O)C2CCCCC2)CC1)c1ccccc1	-2	-7	-4	1.2	-3	1.7	1	-6	-11
COc1ccc(-n2nc3c(c2NC(=O)COc2cccc(OC)c2)CS(=O)(=O)C3)cc1	-7	-11	-2	1.2	14	-0.6	1	-18	-6
C=CCN1CC(=O)N2Cc3[nH]c4ccccc4c3C[C@H]2C1=O	-14	-17	1	1.1	8	2.4	3	-8	0
Cc1ccc(NC(NC(=O)c2ccccn2)C(Cl)(Cl)Cl)cc1 (configuration not stated)	-17	-6	0	5.2	8	3.3	21	-6	-18
Fc1ccc(-c2csc(=S)[nH]2)cc1	3	-7	-7	-0.2	16	0.6	12	9	-10
COC(=O)C1CCN(C(=O)NC(C)(C)C)CC1	-7	-8	5	0.4	15	1.7	1	-23	4
Cc1ccc(N(CC(N)=O)C2SC(=O)N(Cc3ccccc3)C2=O)cc1 (configuration not stated)	-9	-6	0	12	12	0.0	30	35	-16
Cc1ccc(CN/C=C/C(=O)c2ccc(Br)cc2)cc1	-26	-6	-5	1.6	30	0.2	.	.	-38
CCCCc1c(C)nc(Nc2ccc(OC)cc2)[nH]c1=O	-1	-1	-6	0.9	13	1.3	2	-18	0
O=C(c1ccccc1)N1CCN(c2ccc(NCc3ccc4c(c3)OCO4)cc2)CC1	2	-6	-4	1.4	-1	3.4	5	15	-5
COc1ccc([N+](=O)[O-])cc1NC(=O)N(C)Cc1ccco1	6	-11	-2	-0.2	-22	-1.1	-1	7	8
O=C(CCl)Nc1ccc(N=Nc2ccccc2)cc1	-1	.	2	2.8	13	.	7	4	.
CCCCc1nc(NCc2ccccc2)c(C#N)c2c1CCCC2	-6	5	-8	5.1	27	1.6	5	-13	-10
